High-throughput results from PubChem.
Mdm2-MdmX inh = inhibitors of human Mdm2/MdmX interaction. O15151+Q00987. SaOS-2 split-luciferase Mdm2/MdmX complementation, luminescence. inhibition, % at 8 µM. 330,000 compounds, 3% hits;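 active = inhibition of at least 50% at 8 µM in the primary screen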
Target sequence (O15151 whole entry, looked up): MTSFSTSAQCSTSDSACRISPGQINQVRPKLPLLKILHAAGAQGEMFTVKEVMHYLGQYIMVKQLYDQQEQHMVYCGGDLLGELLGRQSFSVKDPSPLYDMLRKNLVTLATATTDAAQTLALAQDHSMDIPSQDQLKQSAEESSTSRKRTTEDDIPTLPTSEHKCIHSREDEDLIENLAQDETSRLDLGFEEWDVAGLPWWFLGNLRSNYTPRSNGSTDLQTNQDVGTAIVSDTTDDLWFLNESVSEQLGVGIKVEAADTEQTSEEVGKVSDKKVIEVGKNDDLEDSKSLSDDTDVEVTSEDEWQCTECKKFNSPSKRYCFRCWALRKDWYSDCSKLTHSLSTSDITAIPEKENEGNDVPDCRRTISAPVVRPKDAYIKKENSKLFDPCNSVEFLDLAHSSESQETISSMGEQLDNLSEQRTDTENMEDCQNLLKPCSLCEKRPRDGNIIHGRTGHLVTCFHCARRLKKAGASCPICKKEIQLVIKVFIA
Target sequence (Q00987 whole entry, looked up): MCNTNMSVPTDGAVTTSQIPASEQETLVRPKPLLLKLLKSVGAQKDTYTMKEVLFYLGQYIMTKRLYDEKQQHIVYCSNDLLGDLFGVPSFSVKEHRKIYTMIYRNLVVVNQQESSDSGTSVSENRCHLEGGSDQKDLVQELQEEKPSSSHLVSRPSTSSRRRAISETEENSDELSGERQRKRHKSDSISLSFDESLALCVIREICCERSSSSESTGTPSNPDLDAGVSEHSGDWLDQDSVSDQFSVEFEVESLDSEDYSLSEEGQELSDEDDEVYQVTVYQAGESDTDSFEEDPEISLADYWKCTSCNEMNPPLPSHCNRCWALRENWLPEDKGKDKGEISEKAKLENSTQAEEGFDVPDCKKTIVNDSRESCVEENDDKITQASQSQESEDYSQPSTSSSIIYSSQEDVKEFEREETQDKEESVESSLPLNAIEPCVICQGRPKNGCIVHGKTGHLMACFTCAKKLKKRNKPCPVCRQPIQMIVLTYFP
CHOP UPR activ = apoptotic UPR (CHOP) activation; activation, % at 10 µM; 330,000 compounds, 0.34% hits; AID 449763; CHO-CHOP luciferase reporter, luminescence; percent of tunicamycin response over DMSO baseline;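 active = at 10 µM dose, activation of 40% or more, normalized to positive control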;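 note: 100% = tunicamycin at 10 µg/mL and 0% = DMSO alone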
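System: CHO CHOP reporter cells. Amount: 500 cells per well. Buffer or medium: F12 medium, 10% FBS. Compound dosing: one dose, 10 µM in 0.5% DMSO. Incubation: 6 h compound exposure at 37 °C after overnight seeding. Technique: Steady-Glo luciferase luminescence. Benchmarks: tunicamycin and DMSO controls.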
tim23-1 inh = inhibits growth of tim23-1 mutant yeast | S. cerevisiae tim23-1 growth, BacTiter-Glo luminescence, 24 h | inhibition, % at 20 µM | 330,000 compounds, 1.3% hits | AID 463212;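 active = growth inhibition of the mutant yeast at or above 50%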;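 note: temperature-sensitive mutant grown at 25 °C; plate controls were DMSO-treated mutant yeast for no effect and medium wells lacking yeast for full effect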
APJ antag = blocks the human apelin receptor APJ; AID 2521; 330,000 compounds, 0.32% hits; CHO-K1 APJ beta-arrestin complementation, luminescence; P35414; inhibition, % at 20 µM;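 active = inhibition above about 40% at 20 µM, limit read from the data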;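 note: cells challenged with 10 nM apelin-13 agonist together with compound; plate controls were apelin-13 plus DMSO wells for no effect and DMSO wells lacking apelin-13 for full effect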
Jurkat NFkB inh = lowers PMA/ionomycin-induced NF-kB signal in Jurkat cells | inhibition, % at 4 µM | PMA/ionomycin-induced NF-kB luciferase reporter, luminescence | AID 435003 | 330,000 compounds, 0.53% hits; in the data active = inhibition above about 50%
XBP1 UPR activ = adaptive UPR (XBP1) activation | activation, % at 20 µM | 330,000 compounds, 0.33% hits | AID 463104 | CHO-XBP1 luciferase reporter, IRE1-XBP1 UPR activation, luminescence; percent of tunicamycin response, DMSO as zero;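 active = versus positive control, 20 µM dose yields 30% or more activation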;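 note: 100% = tunicamycin at 10 µg/mL and 0% = DMSO only wells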
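Material: IRE1-XBP1 luciferase reporter CHO line / Quantity: one thousand reporter cells per well / Buffer or medium: F12 with 10% serum / Compound: 20 µM single concentration, DMSO 1% / Times: 6 h treatment, 37 °C / Detection: Steady-Glo luciferase glow luminescence, 10 min after reagent addition / Benchmarks: tunicamycin high, DMSO low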
APJ agonist = APJ receptor agonism | CHO-K1 APJ PathHunter beta-arrestin, luminescence; 0% DMSO wells, 100% apelin | activation, % at 20 µM | 330,000 compounds, 0.11% hits | AID 2520;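 active = activation more than six SD over the plate average, tested at 20 µM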;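 note: 0% = DMSO alone and 100% = apelin-13 at 10 nM; some results filed as inactive read as strong as hits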
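Assay system: engineered CHO-K1 APJ arrestin reporter cells; Amount: 1000 CHO-K1 reporter cells seeded per well; Dosing: one dose, 20 µM compound, 1% DMSO; Times: compound stimulation 90 min at 25 °C, detection 60 min; Measured by: luminescent beta-gal fragment complementation, chemiluminescent substrate; Read-out: APJ–arrestin association signal; Controls: DMSO vs Apelin-13 10 nM.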
697 NFkB inh = lowers PMA/ionomycin-induced NF-kB signal in 697 B cells | 330,000 compounds, 0.33% hits | 697 B-cell NF-kB luciferase reporter, 16 h | inhibition, % at 4 µM; in the data active = inhibition above about 35%
Starred values were filed as active, the others as inactive.

SMILES	Mdm2-MdmX inh	CHOP UPR activ	tim23-1 inh	APJ antag	Jurkat NFkB inh	XBP1 UPR activ	APJ agonist	697 NFkB inh
COc1ccc(C2SCC(=O)N2c2ccc(OC)cc2)cc1 (stereo not drawn)	11	-0.8	17	-6	-13	-3	-3	2
CS(=O)(=O)N1CCCC(C(=O)Nc2c(F)cccc2F)C1 (stereo not drawn)	3	1.1	5	14	13	-2	1	-8
C=CCn1c(SCc2nc3ccccc3[nH]2)nnc1-c1ccccn1	-6	-0.7	-7	-1	2	-1	-1	6
Cc1ccc(C(=O)NNC(=O)c2ccccc2)cc1S(=O)(=O)N1CCCCC1	8	0.7	7	14	6	0	-1	-7
C=CC[C@@H](CC(=O)OC(C)(C)C)C(=O)OC[C@H]1CCCN1C(=O)[C@@H](CC=C)CC(=O)N(CCO)Cc1ccccc1	-3	-2.3	12	11	-15	0	-3	-15
O=C(CSc1nnc2ccccn12)N1CCOCC1	3	1.2	10	-5	6	-1	-2	8
CCN(CCO)Cc1csc2ccccc12	8	2.1	9	-1	-7	-2	1	2
CCCCNC(=O)c1ccccc1SCC(=O)NC1CCCCCCC1	13	-0.2	15	4	-4	-2	-2	-4
O=C1N(Cc2ccc(F)cc2Cl)c2ccccc2C12OCCCO2	9	0.9	30	-16	-2	8	-3	22
CC(C)CCNC1=CC(=O)CC(c2ccccc2)C1 (stereo not drawn)	24	0.3	9	-2	0	-1	-1	-12
N#Cc1ccc(S(=O)(=O)N2CCC(C(=O)Nc3cccc(C(=O)NC4CC4)c3)CC2)cc1	3	-0.8	2	0	13	-2	-4	19
Cc1ccc(C)c(S(=O)(=O)N2CCC3(CC2)OCCO3)c1	2	-1.3	14	3	6	-4	5	-2
CCCCCCOC(=O)C1=C(C)NC(=O)NC1c1ccc(O)cc1 (stereo not drawn)	34	1.8	14	13	3	-4	-3	3
Cc1ccc(C2=[N+]([O-])C3(CCCCC/C3=N\O)N(O)C2(C)C)o1 (stereo not drawn)	10	-0.1	-2	-18	-9	1	-2	-21
N#Cc1ccccc1S(=O)(=O)N1CCN(C(=O)C2CC(=O)N(c3ccc4c(c3)OCCO4)C2)CC1 (stereo not drawn)	36	0.7	-10	-7	-2	-3	-2	3
COc1cc(C(=O)NCC(=O)N/N=C(C)\C=C\c2ccccc2)cc(OC)c1OC	11	0.1	16	-6	17	1	-3	30
Cc1cccc(OCC(=O)Nc2nnc(-c3ccco3)s2)c1	7	-1.9	16	-21	-2	0	1	-1
COc1ccc(C(=O)Nc2ccccc2-c2nnn(CC(=O)Nc3ccc4c(c3)OCCO4)n2)cc1	31	-1.4	-27	1	-11	4	2	-11
CCC(CC)C(=O)Nc1cc(=O)n(C)c(=O)n1C	31	1.5	-7	12	11	-1	-2	12
COc1cc2sc(-c3ccccc3OC)c(-c3ccc(OCCN4CCCCC4)cc3)c2cc1OC	100*	6.9	21	3	-1	24	1	-2
O=C(Cc1c(O)c2ccccc2[nH]c1=O)NCc1cccc(F)c1	13	-1.7	-10	1	-15	-1	-5	11
CC(OC(=O)c1cc(=O)[nH]c2ccccc12)C(=O)Nc1ccc(Cl)cn1 (stereo not drawn)	-20	-1.9	-2	-1	7	-3	-3	15
CCOC(=O)[C@H]1[C@H]2COc3ccc(Br)cc3[C@@H]2N2C(=O)CN(CC3CCCO3)C(=O)[C@@]12C (stereo partly drawn)	-29	0.0	18	19	4	0	-1	-3
NC(=O)Nc1ccc(C(=O)OCC(=O)Nc2cccc(S(=O)(=O)NC3=NCCCCC3)c2)cc1	-8	-0.5	10	2	3	-3	-3	8
Cn1c(-n2c(-c3ccco3)nc3ccccc3c2=O)nc2ccccc21	21	4.8	11	10	-25	-1	-2	-10

With a hit mark in Mdm2-MdmX inh (from the list above):
| SMILES | Mdm2-MdmX inh | APJ antag | Jurkat NFkB inh | XBP1 UPR activ | 697 NFkB inh |
| --- | --- | --- | --- | --- | --- |
| COc1cc2sc(-c3ccccc3OC)c(-c3ccc(OCCN4CCCCC4)cc3)c2cc1OC | 100* | 3 | -1 | 24 | -2 |

New compounds follow
SMILES	Mdm2-MdmX inh	CHOP UPR activ	tim23-1 inh	APJ antag	Jurkat NFkB inh	XBP1 UPR activ	APJ agonist	697 NFkB inh
COCCCN1C(=O)c2ccc(C(=O)Nc3ccccc3Cl)cc2C1=O	-7	2.9	6	15	1	-1	-2	3
Cc1cc(C)n(CC(=O)N2CCc3ccccc32)c(=O)c1C#N	-2	-0.4	18	7	-35	0	-3	-34
O=C(c1ccccc1)[C@@H]1[C@@H](C(=O)c2ccc(F)cc2)[C@@]2(C(=O)Nc3ccccc32)[C@H]2c3ccccc3C=CN12	4	3.2	33	-1	-7	-3	-1	-23
CCOc1ncccc1C(=O)Nc1cc(S(=O)(=O)N(CC)CC)ccc1N1CCOCC1	-1	-1.0	19	-10	-16	0	-2	-11
COc1ccc(CN2CCN(Cc3ccc(Br)cc3)CC2)c(OC)c1OC	-11	0.6	8	6	18	1	-2	-18
O=C(OC1CCOC1=O)c1cccc(S(=O)(=O)Nc2cccc(Cl)c2)c1 (stereo not drawn)	20	1.3	2	-3	2	3	-1	4
N/C(=N\OC(=O)C12CC3CC(CC(C3)C1)C2)c1ccccn1	44	6.8	51*	-2	-39	4	-1	-30
Cc1cnc(NC(=O)c2cccs2)s1	-15	-0.2	42	-2	-79	-6	-4	-119
Cc1ccc(-n2c(C)nc3ccsc3c2=O)cc1	-2	-1.2	8	11	-6	-2	6	-4
Cc1ccc(NC(=O)c2ccc(COc3ccccc3)o2)nc1	-1	5.9	10	-25	-18	-3	-4	0
C=CCNC(=S)N1CCc2c([nH]c3ccccc23)C1C (stereo not drawn)	1	-1.2	-1	6	-15	-3	-3	15
O=C(O)CC(Cc1ccc(Cl)cc1)C(=O)NCc1ccccc1 (stereo not drawn)	11	-2.0	25	-13	-14	-4	0	2
COc1ccc(NC(=O)c2sc3nc(N4CCOCC4)c4c(c3c2N)CC(C)(C)OC4)cc1	21	4.2	-20	-10	-18	-5	24	9
COc1ccc(CC(=O)OCC(=O)Nc2cc(Cl)ccc2C)cc1	-1	-2.0	10	1	-10	-1	-1	17
Cc1ccc(O)c(CCc2ccc(O)cc2)n1	23	0.0	17	-6	-8	-3	-3	16
NC(=S)N=Nc1c(O)n(Cc2ccc(F)cc2)c2ccccc12	30	-0.8	-35	16	-5	8	-2	15
COc1ccc2cc(CN(CC3CCCO3)C(=O)Nc3ccccc3OC)c(=O)[nH]c2c1 (stereo not drawn)	59*	2.6	12	6	49	8	-4	-11
CC(C)NC(=O)NC(=O)COC(=O)c1cc(S(=O)(=O)N2CCCCC2)ccc1N1CCOCC1	0	-0.2	8	17	5	-6	-1	13
Cn1c(CCc2nc3ccccc3[nH]2)nnc1SCC#N	18	0.1	2	4	-7	-3	-3	13
Cc1nc(/N=C(\N)N(C)C)[nH]c(=O)c1C	30	0.0	9	-1	1	0	-1	12
CCn1c(SCc2cccnc2)nnc1-c1c[nH]c2ccccc12	0	0.4	3	7	-3	-1	6	14
Cc1cc(S(=O)(=O)N(Cc2ccccc2F)C2CC2)ccc1-n1cnnn1	5	0.9	-20	9	14	1	-1	-15
O=S(=O)(CC(CN1CCOCC1)N1CCOCC1)c1ccccc1 (stereo not drawn)	3	-2.0	1	2	-5	2	-1	-6
COCCNC(=O)c1ccc(CN2CCc3ccccc3C2)cc1	-22	0.0	12	9	7	1	-5	20
O=C(CSc1cccs1)Nc1ccc2ccccc2c1	-73	4.7	55*	15	-53	3	-4	3
Continuation.
SMILES	Mdm2-MdmX inh	CHOP UPR activ	tim23-1 inh	APJ antag	Jurkat NFkB inh	XBP1 UPR activ	APJ agonist	697 NFkB inh
COc1ccccc1NS(=O)(=O)c1cccc(C(=O)N/N=C(\C)c2ccc(-n3ccnc3)cc2)c1	25	0.7	6	6	4	0	9	0
Cc1ccc2oc(=O)c3cc(C(=O)NCc4ccco4)sc3c2c1	40	3.8	14	14	4	24	-4	20
C=CCn1c(=NC(=O)C2CCCCC2)sc2cc(NC(C)=O)ccc21	20	3.7	31	15	-3	0	-2	-3
CSCCC(C(=O)OC1CCOC1=O)N1C(=O)c2ccccc2C1=O (stereo not drawn)	-1	1.2	11	-8	-1	-2	-1	1
CCS(=O)(=O)c1nc(S(=O)(=O)c2ccc(C)cc2)c(N2CCC(C)CC2)s1	16	1.6	40	1	-6	-8	-4	-14
CCOc1ccc(NC(=O)COc2ccc(C(=O)N3CCC(C(N)=O)CC3)cc2OC)cc1	-5	0.3	9	-9	0	-1	3	25
CC1=NN(c2nc(-c3ccc(C#N)cc3)cs2)C(=O)C1	7	-0.3	8	13	-24	-3	-2	-2
O=C(Nc1ccccc1Cl)Nc1ccnn1C1CCN(C(=O)c2cscn2)CC1	9	-0.2	-8	-7	-17	-5	-5	-10
CCC(=O)c1ccc(O)c(CC=C(C)C)c1	57*	-2.1	23	-5	-10	0	-4	-4
Cc1cccc2sc(NNC(=O)c3ccc(S(=O)(=O)N4CCc5ccccc5C4)cc3)nc12	83*	-2.2	19	-6	3	2	17	-5
CC12C=CC3(CN(Cc4ccccc4)C(=O)C3C1C(=O)NC1CC1)O2 (stereo not drawn)	1	-0.3	1	-3	1	0	-4	19
NNC(=O)CNC(c1ccccc1)c1cc(Br)ccc1NC(=O)c1ccccc1Br (stereo not drawn)	4	1.9	30	1	-15	-2	3	1
COc1cc(C(=O)NCc2ccc3c(c2)OCO3)c([N+](=O)[O-])cc1OC	19	3.1	1	-4	4	1	0	5
COc1ccc(CNC(=O)CNC(=O)c2cccs2)c(OC)c1	-21	1.5	4	17	-4	-1	-4	10
CC(=O)Nc1cccc(OCC(=O)Nc2cccc(S(=O)(=O)N3CCCC3)c2)c1	-2	1.4	-14	-7	5	-1	-3	-2
Cc1ccc(C(=O)C(C)OC(=O)CCN2C(=O)C3C4C=CC(C5CC45)C3C2=O)cc1 (stereo not drawn)	11	1.8	11	-43	8	-3	2	-7
COc1cc(C(=O)OCC(=O)NC2CCS(=O)(=O)C2)ccc1OCc1c(C)noc1C (stereo not drawn)	-6	2.6	2	3	19	2	-2	8
CS(=O)(=O)N1CCCC(C(=O)Nc2ccc(Br)cc2F)C1 (stereo not drawn)	12	1.7	3	8	-24	-3	-1	-23
O=P(c1cccs1)(c1cccs1)c1cccs1	-22	-0.1	10	18	2	1	-2	9
CCOC(=O)c1sc(N)c(C#N)c1CSc1nc2ccc(OCC)cc2[nH]1	18	-3.7	22	-10	14	-1	0	16
COc1ccc(OC)c(CC(=O)NC(c2ccccc2)c2ccccc2)c1	13	-0.4	28	-9	2	-4	-2	11
CCCCCCCC(=O)NC(Nc1ccc(S(N)(=O)=O)cc1)C(Cl)(Cl)Cl (stereo not drawn)	45	-2.2	5	-2	17	-2	-8	10

Reprinted from the results shown (five entries):
SMILES	Mdm2-MdmX inh	CHOP UPR activ	tim23-1 inh	APJ antag	Jurkat NFkB inh	XBP1 UPR activ	APJ agonist	697 NFkB inh
CS(=O)(=O)N1CCCC(C(=O)Nc2ccc(Br)cc2F)C1 (stereo not drawn)	12	1.7	3	8	-24	-3	-1	-23
O=P(c1cccs1)(c1cccs1)c1cccs1	-22	-0.1	10	18	2	1	-2	9
CCOC(=O)c1sc(N)c(C#N)c1CSc1nc2ccc(OCC)cc2[nH]1	18	-3.7	22	-10	14	-1	0	16
COc1ccc(OC)c(CC(=O)NC(c2ccccc2)c2ccccc2)c1	13	-0.4	28	-9	2	-4	-2	11
CCCCCCCC(=O)NC(Nc1ccc(S(N)(=O)=O)cc1)C(Cl)(Cl)Cl (stereo not drawn)	45	-2.2	5	-2	17	-2	-8	10
